Screens (PubChem)
TDP1 cell CPT = qHTS for Inhibitors of human tyrosyl-DNA phosphodiesterase 1 (TDP1): qHTS in cells in presence of CPT; chicken DT40 Tdp1-/-;hTDP1 cells + 20 nM CPT, ATP luminescence, 48 h; Potency, µM (top dose mostly 46.2 µM), for inactives: at the highest dose activity change, negative = growth inhibition, most hits filed as inhibitors; 420,000 tested, 12% active; AID 686979, 2013; further: nearly all actives have a fitted effect of over 55% in size
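Cell growth measured by CellTiter-Glo luminescence after a minimum 48 h, 37 C compound exposure with 20 nM CPT in Tdp1-knockout DT40 cells stably expressing hTDP1, seeded 400/well; qHTS titration format.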
FEN1 inh = qHTS Assay for the Inhibitors of Human Flap endonuclease 1 (FEN1); Recombinant FEN1 flap cleavage, fluorescence, 15 min; Potency, µM (titrated, usually from 114 µM), without a hit: at the highest dose activity change, negative = inhibition, hits mostly inhibitors; 390,000 tested, 0.35% active; AID 588795, 2011; further: nearly all actives have a fitted effect of over 65% in size
Target sequence (P39748 whole entry, looked up): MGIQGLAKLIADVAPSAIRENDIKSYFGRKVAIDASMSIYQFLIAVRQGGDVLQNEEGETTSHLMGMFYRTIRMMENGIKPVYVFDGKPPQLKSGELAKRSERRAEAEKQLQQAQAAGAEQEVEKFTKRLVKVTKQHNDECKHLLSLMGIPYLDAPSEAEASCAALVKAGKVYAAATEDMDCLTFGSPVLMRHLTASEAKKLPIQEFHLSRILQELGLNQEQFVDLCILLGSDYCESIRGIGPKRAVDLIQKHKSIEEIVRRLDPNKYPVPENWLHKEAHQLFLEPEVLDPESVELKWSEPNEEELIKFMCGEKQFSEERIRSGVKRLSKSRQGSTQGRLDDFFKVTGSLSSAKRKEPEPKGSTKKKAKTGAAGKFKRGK
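Read-out was taken twice, immediately and after 15 min, following addition of 50 nM substrate to 10 nM FEN1 that had sat with test compound for 15 min at room temperature. Curves came from a four-parameter Hill model.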
GCN5L2 inh = qHTS Assay for Inhibitors of GCN5L2; Histone acetyltransferase KAT2A (Homo sapiens), Q92830; GCN5L2 HAT assay, ThioGlo1 CoA-SH fluorescence; Potency, µM (top dose mostly 58.9 µM), for inactives: at the top dose activity change, negative = inhibition, usual class: inhibitors; 390,000 tested, 0.21% active; AID 504327, 2011
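Preincubate 20nM GCN5L2 with compound 15 min, RT → add 50uM ThioGlo1 + 75uM H3(1-25) + 70uM acetyl-CoA → read fluorescence 0 and 20 min. Primary qHTS; fluorescent artifacts likely.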
Numbers without * were called inactive; ? = inconclusive; . = not tested or not shown; & = joins results of further samples. The call rests on the fitted dose curve; in most records, active means well fitted curve in the direction sought with a large enough effect; inconclusive means small, poorly fitted or top-dose-only effect, or another doubt; inactive means no such curve, though single readings can be large; an effect the other way counts as inactive or inconclusive. On the % scale 0 is the no-effect control and ±100 the full control effect; potency means the concentration at half of the fitted maximal effect. The list is partial; the hit share may differ from the screen's.

1) Cc1cc(N2CCCC2)c(F)cc1/C=C\[N+](=O)[O-]
2) O=C(NC1CCCC1)C(c1ccncc1)N(Cc1ccccc1F)C(=O)c1csnn1 (stereo unspecified)
3) CCCCn1c(N)c(NCc2ccccc2)c(=O)[nH]c1=O
4) O=C1c2oc3ccccc3c(=O)c2C(c2cccc(Br)c2)N1c1ccccn1 (stereo unspecified)
5) O=c1[nH]c2ccc(NS(=O)(=O)c3ccc(F)c(Cl)c3)cc2[nH]1
6) O=S(=O)(c1ccc2c(c1)nc(COc1ccc(Cl)cc1)n2CC1CCCO1)N1CCOCC1 (stereo unspecified)
7) O=C(COC(=O)CCCN1C(=O)c2cccc3cccc(c23)C1=O)NC1CCS(=O)(=O)C1 (stereo unspecified)
8) O=C(NC1CC1)C1C2C3C4CC5C3C5C4C12 (stereo unspecified)

assay / entry	1	2	3	4	5	6	7	8
TDP1 cell CPT	23µM*	1%	3%	?	11%	-29%	4%	-5%
FEN1 inh	-5%	-3%	-8%	4%	-3%	-10%	-17%	-1%
GCN5L2 inh	-15%	-1%	-4%	-4%	-20%	-1%	-10%	-7%

9) CCCCCCn1c(CN2CCN(CCO)CC2)nc2c1c(=O)n(C)c(=O)n2C
10) O=C(NCCc1nc2ccccc2n1Cc1ccccc1F)c1ccc(F)cc1
11) CCOC(=O)N1CCN(C(=O)COC(=O)c2ccccc2NCCO)CC1
12) O=C1NC(=O)c2cc(Br)cc3cccc1c23
13) O=C(COC(=O)c1ccccc1[N+](=O)[O-])NNC(=O)c1cccs1
14) CC(C)C(=O)Nc1nnc(S(=O)(=O)N2CCc3ccccc32)s1
15) O=C(O)c1cc(=O)[nH]c2ccccc12
16) CCOC(=O)c1c(C)[nH]c(C(=O)CN(C)CC(=O)Nc2ccccc2Cl)c1C

assay / entry	9	10	11	12	13	14	15	16
TDP1 cell CPT	-13%	?	27%	-2%	-5%	3%&2%	1%	?
FEN1 inh	2%	-17%	0%	-8%	-3%	-12%&-1%	21%	-16%
GCN5L2 inh	-8%	-4%	?	6%	-22%	-5%&0%	.	7%

17) COC(=O)c1c(NC(=O)C2CC2)sc2c1CCN(C(C)=O)C2
18) Cc1cccc(C(CC(=O)O)NC(=O)C(F)(F)F)c1 (stereo unspecified)
19) CC(=O)N(c1nc(CCl)cs1)c1cccc(C)c1C
20) Cc1c(NC(=O)c2ccc(OC(C)C)cc2)cccc1-c1nc2ncccc2o1
21) COC(=O)C[C@H]1c2cc(F)ccc2S(=O)(=O)N1C1CC1
22) Cc1ccc(C)c(NC(=O)C2CCCN(c3nc4ccccc4s3)C2)c1 (stereo unspecified)
23) O=C(CN1CCOc2ccccc21)NCc1ccccc1
24) Cc1cccnc1NC(=O)CSc1nnc(CNC(=O)c2cccc([N+](=O)[O-])c2)n1C

assay / entry	17	18	19	20	21	22	23	24
TDP1 cell CPT	18%	9%	?	?	?	?	-5%	1%
FEN1 inh	-2%	-5%	-7%	3%	-6%	-7%	-2%	10%
GCN5L2 inh	2%	-3%	-8%	1%	.	-1%	-2%	-1%

25) COc1ccc2c(c1)OCC(Cc1ccc(OC)c(OC)c1)C2=O (stereo unspecified)
26) O=C(c1cccs1)N1CCN(Cc2ccccn2)CC1
27) O=C(CN1CCN(c2ccccc2)CC1)N1CCc2ccccc21
28) Cc1ccc(Cl)cc1NC(=O)N1CCC(CN2CCCCCC2)CC1
29) Cc1ccc(N=C2C(=O)Nc3ccc(C)c(Br)c32)cc1
30) Cc1ccc(S(=O)(=O)NC(C)c2ccccc2)cc1[N+](=O)[O-] (stereo unspecified)
31) CCCOc1ccc(CCN2CCC(=O)NC2=O)cc1C
32) Cc1ccc(Cn2c(C3CCCN3c3nc(-c4ccc(F)cc4)cs3)nc3cc(C(=O)NCCCO)ccc32)cc1 (stereo unspecified)

assay / entry	25	26	27	28	29	30	31	32
TDP1 cell CPT	?	15%	6%	?	?	-24%	-21%	21µM*
FEN1 inh	.	0%	-5%	-6%	9%	-7%	-3%	-22%
GCN5L2 inh	-23%	11%	1%	0%	-4%	-8%	0%	.

33) COc1ccc(-n2c3c(c(=O)[nH]c2=O)C(NC(C)=O)(C(F)(F)F)C(=O)N3)cc1 (stereo unspecified)
34) Cc1ccc(OCC(=O)N(C)CC(=O)Nc2ccccc2Cl)c([N+](=O)[O-])n1
35) CCOc1cccc2cc(C(=O)Oc3ccc(OC)cc3)c(=O)oc12
36) COCCCN(C(=O)CSCc1ccc(C)cc1)c1c(N)n(Cc2ccccc2)c(=O)[nH]c1=O
37) CN(CC(O)COc1c(F)cc(Br)cc1F)C1CCCCC1 (stereo unspecified)
38) CCC(=O)Nc1sc2c(c1C(=O)Nc1ccc(OC)cc1)CCC(C(C)(C)C)C2 (stereo unspecified)
39) COCCCNC(=O)CCCn1c(=O)c2cccn2c2cccnc21
40) Cc1cccc(-n2c(SCC(N)=O)nc3c(c2=O)C2(CCCCC2)Cc2ccccc2-3)c1

assay / entry	33	34	35	36	37	38	39	40
TDP1 cell CPT	3%&-1%	1%	4%	-2%	3%	2%	0%	-26%
FEN1 inh	5%&8%	-1%	-13%	5%	2%	-18%	2%	-13%
GCN5L2 inh	1%&-1%	-2%	-8%	-14%	0%	0%	1%	-12%

41) COCCOC(=O)c1[nH]c2c(c1C)C(=O)CC(c1ccc(N(C)C)cc1)C2 (stereo unspecified)
42) O=C(N/N=C/c1ccc(O)cc1)c1ccc(NC(=O)c2ccccc2Br)cc1
43) COc1ccc(NC(=O)c2oc3ccccc3c2NC(=O)Cc2coc3ccc(C)cc23)cc1
44) CC(C)C[C@H](NC(=O)c1nc[nH]c1C(=O)NC1CCN(C(=O)OC(C)(C)C)CC1)C(=O)OC(C)(C)C
45) Cc1ccc(N2CC(C(=O)OCC(=O)Nc3cc(C)on3)CC2=O)c(C)c1 (stereo unspecified)
46) CCCCC(=O)c1c(C)cc(C)[nH]c1=O
47) Cc1c(-c2cccs2)[n+](=O)c2c(n1[O-])CCC2
48) Nc1[nH]c(=O)nc2snnc12

assay / entry	41	42	43	44	45	46	47	48
TDP1 cell CPT	-28%	-4%	-24%	?	-4%	-4%	-2%	-10%
FEN1 inh	15%	-19%	-9%	-17%	23%	9%	-11%	-1%
GCN5L2 inh	-5%	-6%	0%	-18%	-3%	2%	0%	.

The final 4 entries of the part above come first, to join the parts:
45) Cc1ccc(N2CC(C(=O)OCC(=O)Nc3cc(C)on3)CC2=O)c(C)c1 (stereo unspecified)
46) CCCCC(=O)c1c(C)cc(C)[nH]c1=O
47) Cc1c(-c2cccs2)[n+](=O)c2c(n1[O-])CCC2
48) Nc1[nH]c(=O)nc2snnc12
49) COc1ccccc1N1CCN(C(=O)c2ccc(Br)o2)CC1
50) O=C(CSc1nc(-c2ccccc2)nc2c1Cc1ccccc1O2)N1CCCCC1
51) C=CCn1c(COc2cccc(C)c2)nnc1SC(C)C(=O)NC1CC1 (stereo unspecified)
52) O=C(/C=C/c1ccccc1)NCc1cccnc1
53) CCOCCc1nn2c(=O)cc(COC(=O)c3ccccc3NC(=O)c3ccc(C)cc3)nc2s1
54) COc1ccc(/C=N/NC(=O)c2ccncc2)c(OC)c1
55) CC(C)(C)[C@H]1C=C(C(=O)Nc2ccccc2)O[C@@H](OCc2ccc(CO)cc2)C1
56) COc1ccc(NC(=S)N2CCN(C(=O)C3CCCO3)CC2)cc1 (stereo unspecified)

assay / entry	45	46	47	48	49	50	51	52	53	54	55	56
TDP1 cell CPT	-4%	-4%	-2%	-10%	-20%	10µM*	-16%	-9%	-17%	7%	?	1%
FEN1 inh	23%	9%	-11%	-1%	12%	-7%	0%	-3%	-3%	-6%	-25%	-3%
GCN5L2 inh	-3%	2%	0%	.	-3%	0%	3%	1%	1%	-10%	-8%	-1%

57) O=C1CSC(=S)N1Nc1ccccc1
58) Cc1ccc(NC(=O)COC(=O)C2C3CC4OC(=O)C2C4C3)cc1 (stereo unspecified)
59) COc1ccc(NC(=S)NCCC(c2ccccc2)c2ccccc2)c(OC)c1
60) Nc1ccc2oc(-c3cc(Br)ccc3Cl)nc2c1
61) COc1cc(Br)c(C(C)NC(=O)c2ccc(C)cc2)cc1OC (stereo unspecified)
62) O=C(NCCC1=CCCCC1)C1CCN(S(=O)(=O)c2cccc3nonc23)CC1
63) CCN(CC)S(=O)(=O)c1ccc(C(=O)Nc2nnc(-c3ccco3)o2)cc1
64) Cc1ccc(S(=O)(=O)Cn2nnnc2C(c2ccc(F)cc2)N2CCC(C(N)=O)CC2)cc1 (stereo unspecified)

assay / entry	57	58	59	60	61	62	63	64
TDP1 cell CPT	-14%	-14%	18µM*	?	?	2%	?	-3%
FEN1 inh	9%	6%	-21%	0%	5%	2%	0%	-2%
GCN5L2 inh	.	1%	-10%	-6%	-3%	-4%	-5%	4%

65) COc1ccc(OC)c(NC(=O)N2CCCC(CNS(=O)(=O)c3cccs3)C2)c1 (stereo unspecified)
66) CCc1ccc(NC(=O)c2sc3nc(C)c(Cl)c(C)c3c2N)cc1
67) Cc1c(C(=O)N(Cc2ccc(N(C)C)cc2)C2CCS(=O)(=O)C2)oc2ccccc12 (stereo unspecified)
68) Cc1cccc(CN2C(=O)N/C(=C/c3ccc(C)s3)C2=O)c1
69) COc1ccccc1C1CCN(c2ccc([N+](=O)[O-])cn2)CC1
70) CCNC(=O)N(C)C[C@H]1N[C@@](C)(C(=O)OC)[C@H]2C(=O)N(C)C(=O)[C@@H]12
71) CCCCn1cc([N+](=O)[O-])nc1C
72) Cc1cc(NC(=O)c2c(Cl)cccc2Cl)no1

assay / entry	65	66	67	68	69	70	71	72
TDP1 cell CPT	0%	.	29µM*	21µM*	0%	-6%	-4%	4%
FEN1 inh	-2%	-3%	-7%&-13%	-1%	-6%	-16%	-2%	17%
GCN5L2 inh	-14%	-1%	3%&0%	-6%	-1%	-2%	-2%	-8%

73) COC(=O)CC1=C(C(=O)OC)C(c2cccc(OCC(N)=O)c2)C(C#N)=C(N)O1 (stereo unspecified)
74) COC(=O)c1c(NC(C)=O)sc(C(=O)Nc2ccccc2C)c1C
75) O=C(CNC(=O)c1ccccc1C(F)(F)F)N/N=C/c1cccs1
76) CCCOc1c(Cl)cc(C(=O)Nc2ccc3c(c2)OCO3)cc1OCC
77) C/C(=C\c1ccccc1)C(=O)NCCCn1ccnc1
78) Cc1cccc(-c2cc(=O)c(C(=O)O)cn2-c2ccc(F)cc2F)c1
79) COc1ccc(/C(C)=N/NC(=O)Cn2nc([N+](=O)[O-])cc2C)cc1
80) CC(C)CCN1CC(C(=O)NCCC2=CCCCC2)CC1=O (stereo unspecified)

assay / entry	73	74	75	76	77	78	79	80
TDP1 cell CPT	-14%	4%	0%	?	-6%	-25%	1%	-12%
FEN1 inh	6%	3%	-9%	-2%	1%	9%	-10%	-13%
GCN5L2 inh	-1%	4%	-7%	-2%	-6%	2%	-16%	1%

81) C[C@H](O)[C@@H]1C(=O)N2CCc3ccc(-c4ccccc4)cc3[C@@H]2C[C@@H]1N(C)C(=O)NC1CCCCC1
82) CC(=O)Oc1ccc(-c2cccc(C(=O)N3CCCCC3)c2)cc1
83) O=C(NCc1cccc(F)c1)c1cccc(OC2CCN(C(=O)C3CC3)CC2)c1
84) CCCn1cc(S(=O)(=O)c2ccccc2)c(=O)c2cc(CC)ccc21
85) CN(C)NC(=O)c1ccc([N+](=O)[O-])s1
86) CC(=O)Nc1ccc(OCc2nnc(-c3ccc(Cl)cc3)o2)cc1
87) O=C(Cn1ccc2cc(S(=O)(=O)N3CCCC3)ccc21)NCc1ccccc1
88) S=c1sc2ccccc2n1CCc1ccncc1
89) COC(=O)c1sc(NC(=O)c2ccc(C)o2)nc1C

assay / entry	81	82	83	84	85	86	87	88	89
TDP1 cell CPT	?	?	?	6%	?	-14%	-16%	?	?
FEN1 inh	4%	-6%	-1%	3%	16%	-6%	1%	10%	-1%
GCN5L2 inh	.	-12%	-20%	2%	2%	-6%	0%	-3%	2%
